From PubChem
M1 PAM = human M1 muscarinic receptor positive allosteric modulators, primary screen, CHO-K1 cells, Fluo-8 calcium fluorescence, 1536-well; Muscarinic acetylcholine receptor M1 (Homo sapiens), P11229; CHO-K1 hM1, ACh EC20; 0% = ACh EC20, 100% = maximal ACh; activation, % at 3 µM; 360,000 compounds, 0.088% hits; AID 588819, 2011; in the data active means activation above about 19%, passing the limit was not always enough
Target sequence (P11229 whole entry, looked up): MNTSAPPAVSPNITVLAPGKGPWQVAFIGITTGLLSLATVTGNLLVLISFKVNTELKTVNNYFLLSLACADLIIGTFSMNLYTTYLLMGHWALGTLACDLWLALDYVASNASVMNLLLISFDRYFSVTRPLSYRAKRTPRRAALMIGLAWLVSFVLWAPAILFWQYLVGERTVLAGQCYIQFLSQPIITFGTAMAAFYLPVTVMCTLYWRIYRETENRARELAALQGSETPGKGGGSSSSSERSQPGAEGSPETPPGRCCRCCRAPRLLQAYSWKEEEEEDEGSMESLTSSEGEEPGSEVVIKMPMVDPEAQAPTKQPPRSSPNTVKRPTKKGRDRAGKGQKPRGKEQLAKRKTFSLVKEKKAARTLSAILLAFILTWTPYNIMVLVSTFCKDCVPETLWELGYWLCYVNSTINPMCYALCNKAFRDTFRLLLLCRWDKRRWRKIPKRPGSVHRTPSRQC
CRFBP-R2 agonist = agonists of CRF-BP/CRF-R2 complex, primary screen, cell-based, HEK293, calcium dye fluorescence, uHTS; CRF-binding protein / CRF receptor 2 complex (human); calcium dye fluorescence (FLIPR); percent of saturating CRF peptide response; activation, % at 13.2 µM; 350,000 compounds, 0.46% hits; AID 588473, 2011;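 active means activation of at least 50%, plus an integration ratio under a set limit after plate pattern correction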;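 further: plate controls were neutral control wells without compound for no effect and CRF at EC100 for full effect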
M5 ag = human M5 muscarinic receptor agonists, primary screen, CHO-K1 cells, Fluo-8 calcium fluorescence | 360,000 compounds, 0.19% hits | Muscarinic acetylcholine receptor M5 (Homo sapiens), P08912 | CHO-K1 hM5 cells; 0% DMSO wells, 100% maximal acetylcholine response | AID 624037, 2012 | activation, % at 3 µM;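 active means activation above the run's mean over test compounds plus 3 SD, cut at about 23% in these data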;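 further: signal is peak over basal fluorescence ratio across the kinetic read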
Target sequence (P08912 whole entry, looked up): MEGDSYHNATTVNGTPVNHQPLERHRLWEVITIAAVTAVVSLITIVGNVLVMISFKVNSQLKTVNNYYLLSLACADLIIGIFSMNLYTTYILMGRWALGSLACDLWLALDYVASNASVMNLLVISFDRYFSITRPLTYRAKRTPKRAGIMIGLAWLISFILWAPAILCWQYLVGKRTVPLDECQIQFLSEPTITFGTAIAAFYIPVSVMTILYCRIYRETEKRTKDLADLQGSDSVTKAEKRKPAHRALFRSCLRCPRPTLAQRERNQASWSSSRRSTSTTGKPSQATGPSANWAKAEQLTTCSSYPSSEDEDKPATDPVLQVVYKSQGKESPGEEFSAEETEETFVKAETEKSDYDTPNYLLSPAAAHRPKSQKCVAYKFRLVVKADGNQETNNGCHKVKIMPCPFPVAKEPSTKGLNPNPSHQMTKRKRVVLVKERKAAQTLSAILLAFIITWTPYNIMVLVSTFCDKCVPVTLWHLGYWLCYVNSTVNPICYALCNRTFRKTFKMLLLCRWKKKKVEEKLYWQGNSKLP
CHRM4 antagonist = human M4 muscarinic receptor antagonists, primary screen, CHO cells, Fluo-8 calcium fluorescence; 360,000 compounds, 0.73% hits; CHO-hM4 cells, ACh EC80; AID 624125, 2012; inhibition, % at 3 µM; Muscarinic acetylcholine receptor M4 (Homo sapiens), P08173;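 active means inhibition above its plate's cutoff, the mean inhibition of sample wells plus 3 SD, cut at about 27% in these data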;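 further: 0% = acetylcholine EC80 with DMSO and 100% = DMSO without agonist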
M5 PAM = human M5 muscarinic receptor positive allosteric modulators, primary screen, CHO-K1 cells, Fluo-8 calcium fluorescence. 360,000 compounds, 0.3% hits. AID 624038, 2012. activation, % at 3 µM. Muscarinic acetylcholine receptor M5 (Homo sapiens), P08912. CHO-K1 hM5, ACh EC20 PAM; 0% = ACh EC20, 100% = ACh EC100;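 active means activation above the run cutoff, the mean activation of all test compounds plus 3 SD, cut at about 18% in these data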
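System: CHO-K1 cell line with stable human muscarinic M5 receptor expression | Also added: EC20 acetylcholine as agonist stimulus | Compound: One concentration, 3 µM final (nominal) | Timing: Fluo-8 loading 80 min at 37 °C plus 30 min room temperature | Measured by: Fluo-8 calcium dye fluorescence, kinetic read | Read-out basis: % activation, ACh-normalized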
CHRM4 PAM = human M4 muscarinic receptor positive allosteric modulators, primary screen, CHO-K1 cells, Fluo-8 calcium fluorescence. Muscarinic acetylcholine receptor M4 (Homo sapiens), P08173. CHO-K1 hM4/Gqi5, ACh EC20; 0% = ACh EC20, 100% = maximal ACh. 360,000 compounds, 0.4% hits. AID 624126, 2012. activation, % at 3 µM;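 active means activation above its plate's cutoff, the mean activation of sample wells plus 3 SD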; further: some results filed as inactive read as strong as hits
CHRM4 agonist = human M4 muscarinic receptor agonists, primary screen, CHO-K1 cells, Fluo-8 calcium fluorescence; CHO-K1 hM4/Gqi5; vehicle 0%, full acetylcholine response 100%; 360,000 compounds, 0.14% hits; activation, % at 3 µM; AID 624127, 2012;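 active means activation above the run mean over all test wells plus 3 SD, cut at about 32% in these data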;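 further: peak over basal fluorescence ratio per well then scaled between controls; 0% = DMSO wells and 100% = acetylcholine at EC100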
CHRM5 antagonist = human M5 muscarinic receptor antagonists, primary screen, CHO cells, Fluo-8 calcium fluorescence. Muscarinic acetylcholine receptor M5 (Homo sapiens), P08912. CHO-hM5 cells, ACh EC80. inhibition, % at 3 µM. 360,000 compounds, 0.59% hits. AID 624040, 2012;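 active means inhibition above a per-plate cutoff, the mean of that plate's test compounds plus 3 SD, cut at about 27% in these data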;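 further: 0% = acetylcholine EC80 with DMSO and 100% = DMSO without agonist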
CRFBP-R2 block = antagonists of CRF-BP/CRF-R2 complex, primary screen, cell-based, HEK293, calcium dye fluorescence, uHTS | inhibition, % at 11.8 µM | AID 588475, 2011 | 350,000 compounds, 0.59% hits | CRF-induced calcium fluorescence;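 active means inhibition of the ligand-induced calcium signal above about 50% at the single tested concentration, limit read from the data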
* = called active by the depositor; nt = not tested or not shown.

SMILES	M1 PAM	CRFBP-R2 agonist	M5 ag	CHRM4 antagonist	M5 PAM	CHRM4 PAM	CHRM4 agonist	CHRM5 antagonist	CRFBP-R2 block
Cc1ccc(C2N(c3nccs3)C(=O)C3CCCN32)cc1 (stereo unspecified)	3	0.2	-5	-3	1	4	1	3	-1
CC(C)(C)N=C1NC(=NC(C)(C)C)c2ccccc21	-18	0.3	-6	-6	-16	-15	8	-1	3
CC1(C)Cc2nc(N3CCOCC3)c(C#N)cc2CO1	0	1.1	2	10	2	-3	0	1	-3
CC(=O)Nc1ccc(NC(=O)C2CCCN(S(=O)(=O)c3ccc(-n4cnnn4)cc3)C2)cc1 (stereo unspecified)	1	-0.4	1	9	3	-2	2	-7	14
COc1ccc(CCC(=O)Nc2ccc(C)c([N+](=O)[O-])c2)cc1	-9	0.9	-4	0	-1	8	0	7	3
COc1ccc(CCNC(=O)C(=O)c2cn(CC(=O)N3CCCC3)c3ccccc23)cc1OC	-1	-1.4	0	-1	-4	-4	3	6	8
N=c1ccn(Cc2ccccc2Cl)cc1	3	1.1	-11	-7	5	11	0	1	-2
Cc1cccc(N2CCN(C(=O)Cc3ccc(-n4c(=O)[nH]c5ccsc5c4=O)cc3)CC2)c1C	-10	-0.7	-3	5	-12	2	10	9	-13
CN(C)CCN=Cc1c(O)n(Cc2ccccc2)c(=O)c2ccccc12	3	3.3	1	7	0	-3	2	1	-17
CC(C)(C)C(=O)Nc1ccc(C(=O)CSc2nnc(C3CC3)n2C2CC2)cc1	6	-0.6	3	-7	7	4	2	-8	6
Cc1ccccc1NC(=O)COC(=O)c1ccc(S(C)(=O)=O)c([N+](=O)[O-])c1	4	3.1	-4	0	5	-2	1	-3	28
Cc1cc(C)c(C(=O)CSc2nnc(C)s2)c(C)c1	14	-0.3	-1	-6	9	1	1	2	-25
CSCC[C@H](NC(=O)C1CCN(S(=O)(=O)c2ccc(C)cc2)CC1)C(=O)NC1CCS(=O)(=O)C1 (stereo partly specified)	8	9.8	0	-4	4	10	1	1	0
O=C(NC1CCN(S(=O)(=O)c2ccc(Cl)c(F)c2)CC1)c1cccnc1	-1	-1.1	-5	4	4	-12	0	1	-2
CC(C)Oc1ccc(C(=O)OC(C)C(=O)Nc2nc(-c3cccc([N+](=O)[O-])c3)cs2)cc1 (stereo unspecified)	-6	0.4	1	6	-1	-1	0	3	-7
CCC(=O)NC(c1ccccc1)c1nc2ccccc2[nH]1 (stereo unspecified)	10	0.5	-1	-1	1	11	0	-2	1
Cc1ccc(S(=O)(=O)CCC(=O)OCC(=O)Nc2cc(F)ccc2C)cc1	10	-2.1	-1	-22	10	19	1	-2	-3
C=CCCC(=O)N1C[C@H]2CON(C)[C@H]2C[C@H]1c1cccc(N2CCOCC2)c1	-4	-1.0	2	-2	-5	-1	0	2	-8
O=C(CN(C1CC1)S(=O)(=O)c1ccc(S(=O)(=O)NC2CCCCC2)cc1)Nc1ccccc1	-6	5.7	0	7	-12	-6	10	10	-9
Cc1noc(N)c1C(=O)Nc1ccccc1F	5	0.5	1	6	3	-1	1	2	-34
Cc1coc2c1c(C)cc1oc(=O)c(Cc3ccccc3)c(C)c12	5	3.7	-2	-13	5	5	1	-9	-2
O=C(COc1ccc(S(=O)(=O)N2CCOCC2)cc1)NCc1ccco1	5	-0.9	-4	-3	0	0	1	-3	-5
OCCNC(=S)Nc1ccc2nsnc2c1	-4	8.2	-3	6	3	2	1	3	3
COC(=O)[C@]12CCCCC=C1N(CCC1=CCCCC1)C(=O)[C@H](CC(=O)NCCC(C)C)C2	nt	nt	0	-32	3	0	8	-15	nt
O=c1cc(N2CCCCC2)nc2n1CCCS2	0	3.3	-5	-3	8	-8	-2	-5	-14
CC(C)CCNC(=O)CN(C(=O)CCC(=O)Nc1ccccn1)c1ccc(F)c(Cl)c1	7	-0.7	4	0	14	14	3	1	2
CCOC(=O)CNC=C(C(=O)OCC)C(=O)OCC	-6	2.6	0	13	4	5	-2	10	-9
O=C(CN(Cc1ccccc1)S(=O)(=O)c1ccc(Br)cc1)NCC1CCCO1 (stereo unspecified)	3	-0.5	0	-3	4	-2	4	5	7
O=c1[nH]nc(-c2ccc(F)cc2)cc1Cc1ccccc1	11	-3.5	0	-3	7	6	0	-2	-14
CSCC[C@H](NC(=O)c1ccc(Cl)c(S(=O)(=O)N2CCCC2)c1)c1nc2ccccc2[nH]1	-7	0.2	-2	-5	-21	-9	12	16	-22
O=C(CSc1nnc2n1CCCN2)c1ccccc1	17	-0.5	3	-7	5	-1	1	-4	12
NS(=O)(=O)c1ccc(NC(=O)COc2cccc3ccccc23)cc1	0	-2.4	-3	1	-7	-1	3	16	-4
O=C(CNC(c1ccccc1)c1ccccc1)Nc1ccccc1Br	12	5.1	-6	-12	0	-2	-2	0	12
O=C(/C=C/c1cccnc1)c1ccc([N+](=O)[O-])cc1	13	0.0	1	10	10	-5	3	3	-7
CCOC(=O)c1sc(N2N=C(C)/C(=C\c3ccc(OCC(=O)OC)cc3)C2=O)nc1C	8	-0.4	-2	1	0	6	2	2	-4
COc1ccc(CNC(=O)CN2CCC(NC(=O)c3cccc(OC)c3)CC2)cc1	4	0.4	-3	-13	7	2	0	-2	4
CC(C)(C)c1cnnn1-c1ccc(-c2csc(N)n2)cc1	3	0.6	2	0	-4	2	2	6	-3
CCN(C(=O)C(C)OC(=O)C1C(C(=O)OC)=C(C)NC(C)=C1C(=O)OC)c1ccccc1 (stereo unspecified)	7	0.6	5	-6	7	7	2	2	-14
CCOC(=O)C1C(=O)NC(c2ccccc2)=NC1c1ccc(OC)cc1 (stereo unspecified)	0	-1.1	0	12	-5	-3	1	13	-4
CC(=O)c1ccc(NC(=O)C(Cc2ccccc2)NC(=O)c2ccco2)cc1 (stereo unspecified)	2	3.5	0	-7	7	2	3	-6	-49

Only M5 ag (three entries from above):
SMILES	M5 ag
O=c1[nH]nc(-c2ccc(F)cc2)cc1Cc1ccccc1	0
CSCC[C@H](NC(=O)c1ccc(Cl)c(S(=O)(=O)N2CCCC2)c1)c1nc2ccccc2[nH]1	-2
O=C(CSc1nnc2n1CCCN2)c1ccccc1	3

Other compounds:
SMILES	M1 PAM	CRFBP-R2 agonist	M5 ag	CHRM4 antagonist	M5 PAM	CHRM4 PAM	CHRM4 agonist	CHRM5 antagonist	CRFBP-R2 block
O=C(COc1cccc(Br)c1)N/N=C/c1ccc2c(c1)OCCO2	0	-0.2	0	-1	1	-4	1	-1	15
COc1ccccc1CNC(=S)NC1CCCC1	3	0.2	-2	6	-4	2	1	7	9
CCn1nnnc1SCCSc1nnnn1CC	-1	0.7	4	1	-5	-3	-1	1	10
COc1ccc(NCC(=O)N/N=C(\C)c2cc3ccccc3o2)cc1	1	0.1	-1	-8	2	1	2	3	7
C/C(=N\Nc1cc(N2CCCCC2)nc(C)n1)c1ccc(Br)cc1	8	2.4	-1	4	-6	-5	2	-6	-34
COc1ccc(C(CNC(=O)c2ccc(C)o2)N2CCOCC2)cc1 (stereo unspecified)	5	0.0	2	-2	2	4	1	3	18
CC(C)Oc1ccc(C(=O)Nc2c3c(nn2-c2ccccc2)CS(=O)(=O)C3)cc1	2	-0.5	1	-2	0	-4	1	4	4
O=C(Nc1ccnn1C1CCN(C2CCCC2)CC1)c1ccccc1	2	-0.3	-5	0	3	4	1	-18	7
O=C(CSc1nc2ccccc2c(=O)n1CCCN1CCOCC1)c1c[nH]c2ccccc12	-7	0.9	-1	0	-10	-1	10	16	-29
O=C(COc1ccccc1)Nc1ccc(S(=O)(=O)NCc2ccco2)cc1	7	-3.2	3	1	-3	-2	6	1	-18
N#CCc1ccccc1C(=O)OCC(=O)N(Cc1ccccc1)Cc1ccccc1	-3	4.5	-2	-4	-29	-7	20	13	16
CCS(=O)(=O)NCCc1csc(-c2cccnc2)n1	0	1.8	1	-6	-1	-2	1	-5	-9
CC1CCCC(C)N1C(=O)CSc1nccc(=O)[nH]1 (stereo unspecified)	16	-1.8	3	1	5	-1	0	-7	-3
Nc1cccc(NC(=O)c2ccco2)c1	9	-0.8	2	-9	1	3	1	-1	12
O=C(C1CCCO1)N1CCN(C(=S)Nc2ccc(F)c(Cl)c2)CC1 (stereo unspecified)	3	1.7	2	9	-7	-11	2	12	18
CCOc1ccccc1Nc1nc(N2CCCC2)nc(N2CCOCC2)n1	1	-1.6	2	-4	-4	0	-1	9	-5
CCn1c(C(=O)N2CCc3ccccc3C2)cc2sccc21	14	-1.2	-3	4	-9	-8	0	12	1
CCC(=O)Nc1cc(-c2nn3c(C)nnc3s2)ccc1C	9	-0.8	-2	2	8	3	0	-10	14
O=C1NC[C@@H](CCCCN2C[C@H](Cc3ccccc3)N(CC3CCCCC3)C(=O)C2=O)N(CC2CCCCC2)C1=O	nt	nt	11	-12	-3	7	59*	3	nt
Cc1ccc(S(=O)(=O)N2CCCCC2)cc1NC(=O)COC(=O)c1cccc(O)c1	7	-0.2	3	-5	-3	-3	8	5	4
Cc1cc(C)cc(NC2=C(N)C(=O)c3ccccc3C2=O)c1	2	-3.3	-1	4	-1	-4	0	4	-2
NS(=O)(=O)c1cc(C(=O)N=Nc2c(O)[nH]c3ccccc23)ccc1Cl	5	-2.4	-2	3	-2	-2	3	0	3
CCCc1cc2c(c(NC(C)=O)n1)c(=O)oc1ccccc12	2	-0.1	0	-4	3	17	1	-2	-23
CCCOC1CCCN(C(=O)c2ccc(OC)c(OC3CCN(C(C)C)CC3)c2)C1 (stereo unspecified)	4	-0.7	-8	-9	-3	-1	0	3	1
O=C(Nc1ccccc1Br)C1CCC(=O)N1Cc1ccccc1Cl (stereo unspecified)	1	-1.5	0	-2	3	7	0	3	1
COC(=O)c1cc(NC(=O)c2cc(-c3ccc(OC)cc3)oc2C(F)(F)F)ccc1N1CCOCC1	3	1.4	-7	-3	0	-3	5	7	-2
CC(=O)c1cc2c(cc1NS(=O)(=O)c1cccc(C(=O)O)c1)OCO2	7	-0.8	-1	-5	1	-6	0	-2	-3
COc1ccc(/C=N/n2c(-c3n[nH]c4c3CCC4)n[nH]c2=S)c(OC)c1OC	9	-0.5	-3	-3	6	-6	0	2	3
CCC(=O)NC(=S)Nc1c(C)cc(Br)cc1C	11	-1.4	-9	10	4	-5	0	-2	-26
Cn1cc(Br)c(-c2cccc(N3C(=O)CC(C)(C)CC3=O)c2)n1	5	-1.3	3	-6	0	-10	1	7	-8
O=S1(=O)N=C(N/N=C/c2cccs2)c2ccccc21	6	1.9	7	-4	2	-4	1	-6	-4
